CHRM1 agonist = agonists of human M1 muscarinic receptor; P11229; CHO-K1 hM1, Fluo-8 calcium fluorescence, agonist mode; 0% DMSO, 100% acetylcholine EC100; activation, % at 3 µM; actives 0.33% (n = 360,000);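 active means activation above the run's mean compound activation plus 3 SD, cut at about 16% in these data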;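 further: peak over basal fluorescence ratio within a 140 s kinetic read after compound addition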
Target sequence (P11229 whole entry, looked up): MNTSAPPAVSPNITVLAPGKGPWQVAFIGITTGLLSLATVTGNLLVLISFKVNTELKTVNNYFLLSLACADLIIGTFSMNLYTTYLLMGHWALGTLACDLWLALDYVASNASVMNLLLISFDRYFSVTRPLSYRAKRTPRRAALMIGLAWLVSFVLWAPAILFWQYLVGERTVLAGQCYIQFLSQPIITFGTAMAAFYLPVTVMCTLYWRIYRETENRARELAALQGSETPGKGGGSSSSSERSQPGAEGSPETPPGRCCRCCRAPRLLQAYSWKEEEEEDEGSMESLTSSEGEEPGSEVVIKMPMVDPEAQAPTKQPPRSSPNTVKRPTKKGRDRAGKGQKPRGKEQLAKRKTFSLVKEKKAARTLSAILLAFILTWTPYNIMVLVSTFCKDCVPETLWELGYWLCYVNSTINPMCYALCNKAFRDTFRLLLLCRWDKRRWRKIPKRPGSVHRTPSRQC
OXTR potentiate = potentiates the human oxytocin receptor response. activation, % at 3 µM. actives 0.061% (n = 320,000). CHO-OTR cells, Fluo-8 calcium fluorescence, potentiator mode; 0% = oxytocin EC15, 100% = EC100. AID 2445;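 active means activation above that plate's cutoff, the mean activation of tested compounds plus 3 SD, cut at about 6.6% in these data, passing the limit was not always enough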;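 further: 100% uses oxytocin at 75 nM as the full agonist control; some results filed as inactive read as strong as hits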
Target sequence (P30559 whole entry, looked up): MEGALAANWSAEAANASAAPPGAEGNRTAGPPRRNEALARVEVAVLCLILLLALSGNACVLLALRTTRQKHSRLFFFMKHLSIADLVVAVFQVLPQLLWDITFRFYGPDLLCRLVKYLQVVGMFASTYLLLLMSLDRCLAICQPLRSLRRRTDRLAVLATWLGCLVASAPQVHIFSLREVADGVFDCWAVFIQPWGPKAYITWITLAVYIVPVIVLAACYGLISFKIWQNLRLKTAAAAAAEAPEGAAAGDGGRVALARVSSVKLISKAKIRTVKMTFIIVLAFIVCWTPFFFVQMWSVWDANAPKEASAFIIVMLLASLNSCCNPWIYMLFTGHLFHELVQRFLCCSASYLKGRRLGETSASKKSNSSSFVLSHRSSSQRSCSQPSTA
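Assay system: CHO cell line stably expressing human OTR | Also added: Oxytocin at about EC15, sub-maximal agonist stimulus | Times: Compound 6 min at room temperature before oxytocin, 100 s read | Measured by: Fluo-8 intracellular calcium fluorescence, ex 470-495, em 515-575 nm | Controls: EC15 oxytocin alone as 0%, 75 nM oxytocin as 100%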
M1 ag parental = M1 agonist counterscreen hit in parental CHO-K1 cells. actives 0.48% (n = 360,000). Fluo-8 calcium fluorescence; scaled to maximal ATP response, vehicle zero. activation, % at 3 µM. AID 602248; in the data active means activation above about 15%;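 further: untransfected CHO-K1 host cells lacking M1 receptor as counterscreen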
CHO parental Ca = counter-screen for OX1R antagonists: effect in parental CHO cells; AID 463079; inhibition, % at 5.6 µM; parental CHO-K1, ATP-induced calcium, Fluo-8 fluorescence; actives 0.63% (n = 330,000);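 active means inhibition above that plate's mean sample inhibition plus 3 SD, cut at about 26% in these data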;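 further: 0% = ATP-challenged DMSO wells and 100% = DMSO wells without ATP; some compounds past the cut are filed as inactive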
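Material: parental CHO cells / Compound: single nominal dose of 5.6 µM per compound / Signal: Fluo-8 fluorescence / Replicates: singlicate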
CHO-K1 Ca antag = nonselective inhibitor or artifact in parental CHO-K1 cells | ATP-induced calcium, Fluo-8 fluorescence | inhibition, % at 3 µM | actives 0.6% (n = 360,000);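 active means inhibition above a per-plate cutoff, the plate's mean sample inhibition plus 3 SD, cut at about 24% in these data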;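 further: 0% = DMSO plus EC80 ATP and 100% = DMSO alone without ATP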
M1 PAM parental = nonselective activator or artifact in parental CHO-K1 calcium assay; ATP EC20, Fluo-8 calcium fluorescence; 0% at ATP EC20, 100% at ATP max; activation, % at 3 µM; actives 0.02% (n = 360,000);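 active means activation above the run cutoff, the mean activation of all test compounds plus 3 SD, cut at about 40% in these data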;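 further: peak over basal fluorescence ratio in a 140 s read after ATP addition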
TAAR1 antagonist = antagonists of human TAAR1. Q96RJ0. actives 1.5% (n = 360,000). inhibition, % at 3 µM. CHO RD-HGA16 TAAR1, Fluo-8 calcium fluorescence, antagonist;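 active means inhibition above a per-plate cutoff, the mean inhibition of test compounds on that plate plus 3 SD, cut at about 49% in these data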;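 further: 0% = DMSO plus EC80 beta-PEA response and 100% = DMSO alone without agonist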
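Assay system: CHO-derived RD-HGA16 cells stably expressing human TAAR1 plus Gα16. Timing: 140 s kinetic read after compound, 140 s after agonist. Technique: kinetic Fluo-8 calcium fluorescence measurement. Measure: % inhibition of agonist calcium response.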
TAAR1 ag = agonists of human TAAR1; Q96RJ0; CHO RD-HGA16 TAAR1, Fluo-8 calcium fluorescence; vehicle wells 0%, saturating PEA agonist 100%; activation, % at 3 µM; actives 0.99% (n = 360,000); AID 624467;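 active means activation above the mean activation of all test compounds in the run plus 3 SD, cut at about 38% in these data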
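test system = CHO RD-HGA16 cells carrying human TAAR1 plus Gα16 | schedule = 17-24 h seeding, 75 min 37 °C dye, 30 min RT | compound dosing = 3 µM single concentration | control set = DMSO and PEA EC100 | replicates = n 1 | signal = Fluo-8 fluorescence, 5 s baseline then 140 s kinetic read | measure = percent activation vs PEA EC100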
V1R ag counter = activates human V1a receptor in oxytocin agonist counter-screen; actives 0.25% (n = 320,000); CHO-V1R cells, Fluo-8 calcium fluorescence, agonist mode; 0% DMSO, 100% 3 nM vasopressin; activation, % at 3 µM; AID 2797;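 active means activation above the mean activation of all tested compounds plus 3 SD, per screening run, cut at about 20% in these data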;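 further: signal is peak over basal fluorescence ratio across a 100 second FLIPR read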
Active calls of the source: *; nt = not tested or not shown.

SMILES	CHRM1 agonist	OXTR potentiate	M1 ag parental	CHO parental Ca	CHO-K1 Ca antag	M1 PAM parental	TAAR1 antagonist	TAAR1 ag	V1R ag counter
COc1ccccc1N1CCN(C(=O)C2CCN(C(=O)c3ccccc3Cl)CC2)CC1	-1	nt	1.8	nt	-5	13	2	1	nt
CC(C)Cc1ccc(C(C)C(=O)Nc2nccs2)cc1 (stereo unspecified)	24*	-14	17*	43*	8	22	74*	105*	29*
Cc1nnc(SCC(=O)Nc2cccnc2Cl)s1	1	0	1.5	-7	-12	10	-2	1	0.2
CC(C)C[C@H](NC(=O)N1CCCCCC1)C(=O)O	-3	-2	-0.1	3	-5	0	-7	2	0.5
CCOC1=C2CN(S(=O)(=O)c3ccc(C)cc3)[C@@H](c3cccc4ccccc34)C[C@H]2[C@H]2C(=O)N(c3ccccc3)C(=O)[C@H]2C1	2	nt	1.0	nt	-9	10	-15	1	nt
O=C(Nc1cccc(S(=O)(=O)N2CCOCC2)c1)c1cccc(S(=O)(=O)N2CCCC2)c1	-6	nt	2.9	nt	-2	4	-11	7	nt
CCCCc1nnc(NC(=O)Cc2ccc(OC)c(S(=O)(=O)N3CCOCC3)c2)s1	0	-5	-0.2	-19	0	-3	-3	-1	0.0
O=C(Nc1cccc(C(=O)N2CCCC2)c1)C1CCC1	-1	nt	-0.1	nt	13	0	-16	2	nt
CN(Cc1c(F)cccc1Cl)S(=O)(=O)c1cccs1	-8	-10	-0.1	10	-12	18	6	0	-1.4
Oc1[nH]c2ccccc2c1N=Nc1ccc(C(F)(F)F)cn1	-3	-6	0.5	0	-14	19	-2	6	0.6
CCC(C)N1C(=O)CCC1C(=O)N1CCN(c2ccccc2F)CC1 (stereo unspecified)	-1	-5	0.1	-14	16	-16	0	5	-0.2
O=C(C[n+]1ccccc1)c1ccc(NC(=O)c2ccccc2)cc1	-9	-8	0.3	-13	-17	23	-5	3	0.1
O=c1c2c3c(sc2nc2n1CCCCC2)CCCCC3	-9	0	-0.1	-8	10	-5	nt	nt	-0.9
COc1ccc(Cl)cc1NC(=O)CSc1nnc(COc2ccccc2)n1N	-5	-7	1.5	-12	-10	20	-5	15	1.0
C=CCN(C(=O)CN1CCOCC1)c1nc(C)c(-c2ccccc2)s1	-5	-11	-0.2	-15	-3	-2	-4	11	-0.4
C=CCN(CC=C)C(=S)Nc1ccc(OC)c(OC)c1	0	-3	-0.2	-11	-7	15	4	5	0.5
O=C(O)CN(Cc1ccco1)S(=O)(=O)c1ccccc1	-1	-5	0.1	-6	-4	6	-25	3	0.6
COc1ccc([N+](=O)[O-])cc1N(CC(=O)N1CCCC1)S(C)(=O)=O	-5	12	0.0	-12	-2	8	10	2	1.4
COc1cc(OC)cc(C(=O)NCc2n[nH]c(=S)n2-c2ccccc2)c1	-3	4	1.3	-12	-15	26	-19	8	0.8
CCC1(C)CC(C#N)(C#N)C(=O)NC1=O (stereo unspecified)	-3	nt	0.7	nt	-5	18	-9	0	nt

The closing four compounds of the section above open the next one.
SMILES	CHRM1 agonist	OXTR potentiate	M1 ag parental	CHO parental Ca	CHO-K1 Ca antag	M1 PAM parental	TAAR1 antagonist	TAAR1 ag	V1R ag counter
O=C(O)CN(Cc1ccco1)S(=O)(=O)c1ccccc1	-1	-5	0.1	-6	-4	6	-25	3	0.6
COc1ccc([N+](=O)[O-])cc1N(CC(=O)N1CCCC1)S(C)(=O)=O	-5	12	0.0	-12	-2	8	10	2	1.4
COc1cc(OC)cc(C(=O)NCc2n[nH]c(=S)n2-c2ccccc2)c1	-3	4	1.3	-12	-15	26	-19	8	0.8
CCC1(C)CC(C#N)(C#N)C(=O)NC1=O (stereo unspecified)	-3	nt	0.7	nt	-5	18	-9	0	nt
Cc1csc(NC(=O)c2c(O)c3c(n(CC(C)C)c2=O)CCCC3)n1	-4	-13	0.2	-10	4	-2	nt	nt	-0.6
COCCn1c(SCC(=O)Nc2c(C)n(C)n(-c3ccccc3)c2=O)nc2ccccc2c1=O	-4	-5	0.2	-16	-11	3	-7	3	-0.6
Oc1ccc(/C=N/n2c(C3CCCCC3)n[nH]c2=S)c(O)c1	2	-6	0.2	-1	14	4	-1	2	1.8
Cc1cccc([C@@H]2[C@@H]3C(=O)N(Cc4ccccc4)C(=O)[C@@H]3[C@]3(CC(C)C)C(=O)N(c4cccc(Br)c4)C(=O)N23)c1	-1	-2	0.5	-24	-16	8	nt	nt	1.1
Cc1ccc(/C=N/N(C)C2=NS(=O)(=O)c3ccccc32)cc1	-5	-11	1.1	-9	-15	8	0	1	-0.1
CCCC(=O)CN1C(=O)C2(OCCO2)c2ccccc21	-4	0	-0.3	3	15	-5	22	12	0.8
CCOC(=O)C1C(=O)NC(N2CCOCC2)=NC1c1ccco1 (stereo unspecified)	-1	-12	0.4	-3	-13	13	-9	3	0.7
O=C(COc1ccc(F)c(Cl)c1)N1CCCCCCC1	-5	-12	0.4	-11	-6	15	-15	6	0.6
CO/N=C(/CS(=O)Cc1ccccc1Cl)c1ccc(Cl)cc1Cl (stereo unspecified)	1	-7	1.2	-13	-22	16	8	3	-0.7
COCCn1c(N)c(N(Cc2ccccc2)C(=O)c2ccc(N3CCCC3=O)cc2)c(=O)[nH]c1=O	-2	nt	0.3	nt	0	-5	-16	16	nt
O=C1CN(C(=O)COC(=O)c2ccccc2NCc2ccco2)c2ccccc2N1	-1	-10	0.6	-19	-7	26	6	5	1.6
COc1ccc(NC(=O)NNC(=O)COc2ccc3cc(Br)ccc3c2)c(OC)c1	-2	-7	0.5	0	-11	26	-19	0	-0.7
Cc1cc([N+](=O)[O-])ccc1NC(=O)C(C)N1CCN(c2ccccn2)CC1 (stereo unspecified)	-1	-11	3.4	12	-12	18	-27	6	-1.8
O=C(Nc1ccccc1C(=O)N1CCOCC1)c1ccc(F)cc1	-2	-6	-0.4	9	11	-5	6	8	0.3
COc1ccc(-c2cc(C(=O)N3CCN(C(c4ccccc4)c4ccccc4)CC3)no2)cc1	-8	1	-0.2	-17	-4	-11	nt	nt	0.2
Fc1ccc(CNC(=S)NC2CCCCCC2)cc1	-3	-15	6.7	1	-11	7	18	9	2.2
COC(=O)c1oc2ccc(OC)cc2c1N	-3	-4	0.0	-2	3	7	-12	3	-0.5
N#Cc1c(N)[nH]c(C(=O)c2ccccc2)c1-c1ccccc1Br	nt	nt	2.3	nt	-1	-7	12	20	nt
Nc1ccc2c(c1)OC1(CCCCC1)O2	-4	nt	0.8	nt	-7	19	-36	1	nt
Cc1cccc(Nc2nc(N3CCOCC3)nc(N3CCOCC3)n2)c1	-3	-4	-0.8	-24	-9	16	-20	-3	-0.2
COc1ccccc1-c1cc(C(=O)NN)[nH]n1	-3	1	0.4	-21	-1	4	15	13	0.0
N/C(=N\OS(=O)(=O)c1ccc(Cl)cc1)c1cccnc1	-6	1	12	-2	0	19	-9	-1	0.7
O=c1c2ccccc2ncn1-c1cccc(Br)c1	-2	-10	1.0	-10	-7	12	-24	6	2.5
Cc1ccc(C(=O)N/N=C2\CCSC2)cc1[N+](=O)[O-]	-6	-2	0.2	-11	-3	14	2	-1	0.6
CC(=O)Oc1c(Cl)cc(Cl)cc1/C=C/c1ccc2ccccc2n1	-4	-9	0.0	-37	4	-17	2	10	0.6
CCOC(=O)C1(C)CCN1C(=O)c1ccccc1OC(F)(F)F (stereo unspecified)	-4	nt	0.2	nt	8	-2	-13	2	nt
COc1ccc(C(=O)/C=C/Nc2ccc(C)cn2)cc1OC	-3	0	1.2	-10	-26	15	9	4	0.4
CC(C)OC(=O)NC(Nc1ccccc1C(=O)O)(C(F)(F)F)C(F)(F)F	-4	-6	0.5	-2	-9	-2	-18	2	0.3
CCOC(=O)N1CCC(NC(=O)C2CCCN(S(=O)(=O)c3cccc4nsnc34)C2)CC1 (stereo unspecified)	-4	2	-0.4	-10	-9	12	1	11	-0.6
COc1ccc(Cl)cc1NC(=S)N(Cc1ccc(C(=O)O)cc1)Cc1ccc(OC)c(OC)c1	-6	-12	0.7	6	-3	16	1	0	0.5
Cc1cc(-c2onc(C)c2C(=O)O)no1	-5	-6	1.3	-11	-11	18	-16	0	1.0
O=C(NCc1ccccc1)c1ccc(Br)cc1	-5	-11	-0.6	-15	8	-8	2	4	-0.9
COc1ccc(COc2cc(-c3cccc(OC)c3)nc3ccc(NC(=O)c4ccc(Cl)cc4)cc23)cc1	-3	-2	0.0	8	-24	20	26	8	3.1
CC(=O)c1cccc(S(=O)(=O)NCCC(=O)O)c1	-4	1	0.6	-4	-15	19	-7	1	0.5
CC1(C)CC(=O)C2=C(C1)Nc1ccccc1NC2c1cc(Cl)ccc1O (stereo unspecified)	0	-13	1.6	-3	-5	14	-34	4	0.8
COc1ccccc1NC(=O)Nc1nnc(C(C)c2ccccc2)s1 (stereo unspecified)	0	-5	-0.5	-7	12	-10	-9	1	-0.6
COc1ccccc1C(=O)N/C(=C\c1cn(C)c2ccccc12)C(=O)NCCCn1ccnc1	-5	-5	0.5	-12	1	-10	-10	1	-0.5
COc1cc(OC)cc(C(=O)c2c(C)c(C#N)c3ccccn23)c1	-6	nt	4.4	nt	-8	5	-19	0	nt
CC1CCC(NC(=O)CN2CCC(n3nnc4cc(F)ccc43)CC2)CC1 (stereo unspecified)	-6	-18	-0.5	-2	9	-7	-3	4	8.8
COC(=O)c1nc(NC(=O)c2ccc(F)cc2)n[nH]1	-4	nt	0.7	nt	-12	12	-20	6	nt
COc1cc2c(cc1CNC[C@H]1O[C@@H](n3cnc(C(N)=O)n3)[C@H](O)[C@@H]1O)OCO2	-3	nt	0.8	nt	-20	23	-10	1	nt
Cc1nn(-c2ccccc2)c(C)c1C(=O)OC/C(O)=C(\C#N)c1nc2ccccc2[nH]1	1	-8	1.9	-23	-2	13	28	6	1.4
CCOc1cccc(-c2c(C(=O)N/N=C(\C)c3cccnc3)nnn2-c2nonc2N)c1	3	-11	1.5	1	1	15	-11	6	0.2
CCOP(=O)(c1ccc(N(C)C)cc1)C(O)c1ccc(C)cc1 (stereo unspecified)	-6	-3	3.7	-2	-5	13	-3	0	0.1
Cc1ccnc(NC(=O)c2cccc(S(=O)(=O)N3CCOCC3)c2)c1	-6	-1	0.6	-16	-1	-9	-21	2	0.4
CCc1ccc(-c2cc(N)n(-c3ccccc3)n2)cc1	0	nt	-0.6	nt	-10	5	9	6	nt

Outcome played no part in choosing rows; any-hit rate near 3.3%.
